From PubChem BioAssay
FEN1 inh = qHTS Assay for the Inhibitors of Human Flap endonuclease 1 (FEN1); P39748; Recombinant FEN1 flap cleavage, fluorescence, 15 min; Potency, µM (top dose mostly 114 µM), for the others: at the highest dose activity change, negative = inhibition, most hits filed as inhibitors; 390,000 compounds, 0.35% hits; note: nearly all actives have a fitted effect of over 65% in size
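Read-out was taken twice, immediately and after 15 min, following addition of 50 nM substrate to 10 nM FEN1 that had sat with test compound for 15 min at room temperature. Curves came from a four-parameter Hill model.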
DT40 TDP1 CPT = qHTS for Inhibitors of human tyrosyl-DNA phosphodiesterase 1 (TDP1): qHTS in cells in presence of CPT. chicken DT40 Tdp1-/-;hTDP1 cells + 20 nM CPT, ATP luminescence, 48 h. Potency, µM (titrated, usually from 46.2 µM), for inactives: at the highest dose activity change, negative = growth inhibition, usual class: inhibitors. 420,000 compounds, 12% hits. AID 686979, 2013; note: nearly all actives have a fitted effect of over 55% in size
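Chicken DT40 Tdp1-/- cells stably complemented with human TDP1 were seeded at 400 cells/well in medium containing 20 nM camptothecin, exposed to pin-transferred compounds, and grown at 37 °C for at least 48 hr. Viability was read as ATP luminescence.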
KAT2A inh = qHTS Assay for Inhibitors of GCN5L2. Histone acetyltransferase KAT2A (Homo sapiens), Q92830. GCN5L2 HAT assay, ThioGlo1 CoA-SH fluorescence. Potency, µM (titrated, usually from 58.9 µM), for inactives: at the top dose activity change, negative = inhibition, most hits filed as inhibitors. 390,000 compounds, 0.21% hits. AID 504327, 2011
Target sequence (Q92830 whole entry, looked up): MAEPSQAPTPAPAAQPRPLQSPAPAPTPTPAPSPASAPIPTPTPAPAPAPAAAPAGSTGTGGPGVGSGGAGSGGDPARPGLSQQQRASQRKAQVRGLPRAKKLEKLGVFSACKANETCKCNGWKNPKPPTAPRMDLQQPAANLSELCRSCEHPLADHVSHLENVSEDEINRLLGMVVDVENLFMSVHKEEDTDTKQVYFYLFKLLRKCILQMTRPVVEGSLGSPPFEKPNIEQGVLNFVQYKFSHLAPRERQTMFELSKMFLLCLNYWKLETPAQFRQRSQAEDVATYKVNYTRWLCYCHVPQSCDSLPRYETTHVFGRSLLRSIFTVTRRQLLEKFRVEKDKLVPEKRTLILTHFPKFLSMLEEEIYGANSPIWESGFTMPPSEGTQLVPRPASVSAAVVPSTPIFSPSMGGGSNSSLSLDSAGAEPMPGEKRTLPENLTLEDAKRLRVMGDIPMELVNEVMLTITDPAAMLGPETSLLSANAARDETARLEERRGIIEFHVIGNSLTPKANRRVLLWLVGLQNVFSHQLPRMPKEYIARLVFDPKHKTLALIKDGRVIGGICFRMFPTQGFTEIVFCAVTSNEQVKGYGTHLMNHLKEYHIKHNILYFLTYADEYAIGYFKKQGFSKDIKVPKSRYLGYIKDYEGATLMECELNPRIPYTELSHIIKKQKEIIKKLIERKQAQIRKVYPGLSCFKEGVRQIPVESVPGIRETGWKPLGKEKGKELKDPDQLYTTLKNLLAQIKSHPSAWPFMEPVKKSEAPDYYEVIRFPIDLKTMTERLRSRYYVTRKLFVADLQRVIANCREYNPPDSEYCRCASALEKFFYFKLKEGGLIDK
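Free CoA generated was detected with ThioGlo1 (50uM) fluorescence at Ex340nm/Em540nm, read immediately and after 20 min at room temperature. Enzyme, 20 nM in HEPES pH 7.5 buffer, saw compounds 15 min before adding 75uM H3(1-25) peptide and 70uM acetyl-CoA.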
* marks the source's active call; other numbers are inactive results; ? = inconclusive; / = no result given; & = joins results of further samples. Calls come from the whole dose curve; as a rule, active = well fitted curve in the direction sought with a large enough effect; inconclusive = small, poorly fitted or top-dose-only effect, or another doubt; inactive = no such curve, though single readings can be large; an effect the other way counts as inactive or inconclusive. % is set by controls: 0 for no effect and ±100 for the full control effect; potency is the fitted concentration of half-maximal effect.

SMILES | FEN1 inh | DT40 TDP1 CPT | KAT2A inh
OC1CCN(c2cc(-c3ccccc3)nc3cc(-c4ccc(F)cc4)nn23)CC1 | -14% | 15% | -11%
Cc1ccc(C(C)C)c(OCCCCCN2CCOCC2)c1 | -1% | -16% | -15%
NC1=NC[C@@H](Cc2ccc(O)cc2)N1CCc1cccc(F)c1 | -4% | ? | 12%
O=C(/C=C/c1cccc(C(F)(F)F)c1)NNC(=O)c1ccncc1 | -15% | -18% | -9%
CCNC(=O)CN1C(=O)NC(Cc2ccccc2)(Cc2ccccc2)C1=O | 3% | 1% | -17%
O=C1CC[C@@H](O)CCN1CC[C@H](Sc1ccccc1)c1ccccc1 | -9%&-19% | ? | 3%
CC(C)(C)C(=O)NC(=S)NNC(=O)C(c1ccccc1)c1ccccc1 | 6% | 4.6µM* | -4%
CC1(C(=O)NC2CCCCC2)Cc2ccccc2C(=O)N1Cc1ccccc1Cl (stereo unspecified) | -1% | ? | -11%
CC(=O)c1c(C(C)=O)c(C)n(-c2cccc([N+](=O)[O-])c2)c1C | 0% | 0% | 2%
COc1cc(C#CC#CCN2CCCCC2)ccc1O | -8% | ? | -3%
Cc1ccc(C(C(=O)NC2CCCC2)N(Cc2ccc3c(c2)OCO3)C(=O)Cc2cccs2)cc1 (stereo unspecified) | -15% | ? | -2%
COc1ccc(Br)cc1CNC(=O)Cc1cccs1 | 3% | 18% | 2%
CCOC(=O)c1cccc(NC(=O)Cn2ncc3c4ccccc4n(Cc4ccccc4)c3c2=O)c1 | 3% | ? | 3%
CCOC(=O)COc1ccc2c(=O)c(-c3ccc(OC)c(OC)c3)c(C(=O)OCC)oc2c1 | -13% | 9% | -10%
COc1ccccc1CCNC(=O)C(=O)NCC1OCCN1S(=O)(=O)c1ccc(C)cc1 (stereo unspecified) | 13% | -23% | -2%
O=C(NC1CC1)c1ccc(CSCc2cccc(F)c2)o1 | -3% | ? | -1%
COc1ccc(S(=O)(=O)Nc2ccccc2C(=O)Nc2nc(-c3ccc(F)cc3)cs2)cc1OC | ? | ? | -29%
C/C(=N\NC(=O)c1ccc(C)cc1)c1c(C)[nH]n(-c2ccccc2)c1=O | 5% | 4.6µM* | -12%
CN(Cc1nc(-c2cnccn2)no1)CC(O)c1ccccc1 (stereo unspecified) | 5% | 1% | -5%
Nc1cccc(Oc2ccc3c(c2)C(=O)N(CCO)C3=O)c1 | 3% | -20% | /
COc1ccc(S(=O)(=O)Cc2ccc(C(=O)N3CCCC3)o2)cc1 | 20% | -30% | -1%
Cc1cccc(CNC(=O)C2CCC(=O)N(C3CC3)C2)c1 (stereo unspecified) | 0% | -2% | -1%
COc1cccc(C(=O)NN2C(=O)C3C4C=CC(O4)C3C2=O)c1 (stereo unspecified) | -2% | 2% | -11%
CCCCn1c(CCNC(=O)c2ccc(F)cc2)nc2ccccc21 | -8% | -22% | -13%
O=C(c1ccc(Cl)c(S(=O)(=O)N2CCCC2)c1)N1CCN(c2ccc(F)cc2)CC1 | -11% | ? | -7%

The list goes on, starting with the last 2 of the part before.
SMILES | FEN1 inh | DT40 TDP1 CPT | KAT2A inh
CCCCn1c(CCNC(=O)c2ccc(F)cc2)nc2ccccc21 | -8% | -22% | -13%
O=C(c1ccc(Cl)c(S(=O)(=O)N2CCCC2)c1)N1CCN(c2ccc(F)cc2)CC1 | -11% | ? | -7%
CN(Cc1ccco1)c1nc(-c2ccccc2Cl)nc2ccccc12 | / | -14% | -2%
Cc1sc2ncnc(N3CCN(Cc4ccccc4)CC3)c2c1-c1ccc(F)cc1 | -4% | ? | -2%
CCOC(=O)CNC(=O)CSc1nc2c(C)cccc2cc1CC | 14% | ? | 0%
CC(C)c1ccc2nc(NC(=O)C3CC3)sc2c1 | -27% | ? | -6%
O=c1c(-c2ccc(Cl)cc2)nc2cnc(N3CCOCC3)nc2n1C[C@H]1CCCO1 | / | 3% | -7%
O=[N+]([O-])c1cc([N+](=O)[O-])c(Oc2c(F)cccc2F)cc1NN1CCCCC1 | -22% | 5% | 3%
CCOC(=O)C1(C)NC(c2ccc(OC)cc2OC)C2C(=O)N(CC)C(=O)C21 (stereo unspecified) | 2% | -16% | -1%
COc1ccc(NC(=O)c2oc3ccccc3c2CSC)cc1S(=O)(=O)N1CCOCC1 | -12% | 11% | -2%
CCOP(=O)(OCC)c1cccc(P(=O)(c2ccccc2)c2ccccc2)c1O | -8% | -120% | -2%
Cc1cc(S(=O)(=O)NCCc2ccncc2)cc(C)c1F | 4% | 1% | /
CCc1ccc(C(=O)CC2(O)C(=O)N(CN3CCOCC3)c3ccccc32)cc1 (stereo unspecified) | -4% | -7% | -4%
CC(C)n1nnnc1SCC(=O)Nc1ccc2c(c1)OCO2 | 1% | 5% | -4%
COc1cc2nc(C3CCC3)n(N)c(=O)c2cc1OC | 22% | ? | -2%
CC(C)c1ccc(NC(=O)CC2Oc3ccccc3NC2=O)cc1 (stereo unspecified) | -6%&14% | -1%&-19% | 6%&2%
O=C(C1CCCN(c2nnc(-n3cccc3)s2)C1)N1CCN(c2ccccc2)CC1 (stereo unspecified) | 6% | ? | -15%
COc1ccc(Nc2ncnc3ccc(Br)cc23)cc1OC | -17% | 18µM* | -1%
CC(C)C(=O)N1c2nc(C(C)C)nn2C2(CCCCC2)[C@@H]2CCCC[C@@H]21 | -14% | 6.5µM* | -2%
CC1CCCC(C)N1c1ccc(S(=O)(=O)N2CCOCC2)cc1Cl (stereo unspecified) | 5% | ? | -7%
COc1ccc(S(=O)(=O)n2c([N+](=O)[O-])cnc2C)cc1OC | 3% | 8% | -12%
Cc1nc(CC(=O)Nc2ccc(C(N)=O)cc2)cs1 | -4% | 8% | -5%
O=C(CCc1ccccc1)OCCN1CCOCC1 | -1% | 2% | 2%
Cc1ccc(S(=O)(=O)N2CCOCC2)cc1NC(=O)COC(=O)Cn1c(C)csc1=O | -1% | -19% | 1%
COC(=O)CNC(=O)c1cc(OC)cc(OC)c1 | 6% | 2% | -2%
COc1ccc(-c2nnc(SCC(=O)c3ccc(O)cc3O)o2)cc1 | -6% | -3% | -2%
O=C(Nc1nc(-c2ccccc2)ns1)c1ccncc1 | 8% | ? | ?

By substructure, the entries above containing four or more nitrogen atoms
SMILES | FEN1 inh | DT40 TDP1 CPT | KAT2A inh
OC1CCN(c2cc(-c3ccccc3)nc3cc(-c4ccc(F)cc4)nn23)CC1 | -14% | 15% | -11%
CCOC(=O)c1cccc(NC(=O)Cn2ncc3c4ccccc4n(Cc4ccccc4)c3c2=O)c1 | 3% | ? | 3%
C/C(=N\NC(=O)c1ccc(C)cc1)c1c(C)[nH]n(-c2ccccc2)c1=O | 5% | 4.6µM* | -12%
CN(Cc1nc(-c2cnccn2)no1)CC(O)c1ccccc1 (stereo unspecified) | 5% | 1% | -5%
Cc1sc2ncnc(N3CCN(Cc4ccccc4)CC3)c2c1-c1ccc(F)cc1 | -4% | ? | -2%
O=c1c(-c2ccc(Cl)cc2)nc2cnc(N3CCOCC3)nc2n1C[C@H]1CCCO1 | / | 3% | -7%
O=[N+]([O-])c1cc([N+](=O)[O-])c(Oc2c(F)cccc2F)cc1NN1CCCCC1 | -22% | 5% | 3%
CC(C)n1nnnc1SCC(=O)Nc1ccc2c(c1)OCO2 | 1% | 5% | -4%
O=C(C1CCCN(c2nnc(-n3cccc3)s2)C1)N1CCN(c2ccccc2)CC1 (stereo unspecified) | 6% | ? | -15%
CC(C)C(=O)N1c2nc(C(C)C)nn2C2(CCCCC2)[C@@H]2CCCC[C@@H]21 | -14% | 6.5µM* | -2%
O=C(Nc1nc(-c2ccccc2)ns1)c1ccncc1 | 8% | ? | ?

The listing continues.
SMILES | FEN1 inh | DT40 TDP1 CPT | KAT2A inh
CCCCN(C)CCNS(=O)(=O)c1ccc2c(c1)n(C)c(=O)c(=O)n2C | 0% | 9% | 1%
O=C(CNC(=O)c1ccccc1)OCc1cc(=O)n2nc(C3CCCCC3)sc2n1 | -5% | ? | -2%
O=C(OCc1cccc([N+](=O)[O-])c1)c1cccnc1Cl | -2% | -2% | -3%
Cc1ccc(S(=O)(=O)NCCCCCC(=O)Nc2ccccn2)cc1 | 2% | -18% | 2%
NNC(=O)c1csc(CS(=O)(=O)c2ccc(Cl)cc2)n1 | -1% | 9% | -14%
O=C(COc1cccc(C(F)(F)F)c1)NCC(c1ccco1)N1CCCC1 (stereo unspecified) | -12% | -10% | -2%
COc1ccc(Cc2nc3ccc(C(=O)NCc4ncc(C)[nH]4)cc3o2)cc1OC | -10% | -25% | -1%
COc1cc(C(=O)Nc2cc(C(F)(F)F)ccc2Cl)cc(OC)c1OC | 1% | ? | -4%
CC(C)(C)OC(=O)C[C@@H]1C/C=C\C[C@@H](CC(=O)NCCO)C(=O)N[C@H](C(C)(C)C)COC1=O | 8% | -1% | -2%
O=C(Cn1cnc2c(nnn2-c2ccccc2)c1=O)NCc1ccc(F)cc1 | -17% | 1% | -8%
O=C(CC12CC3CC(CC(C3)C1)C2)N1CCCOC1 | -5% | ? | 1%
Cc1ccc2cc3c(N)c(C(=O)Nc4c(C)[nH]c(=O)[nH]c4=O)sc3nc2c1 | ? | 18% | -15%
CC1=C(C)C(OCCCl)N(c2cc(O)c(Cl)cc2F)C1=O (stereo unspecified) | -4% | 0% | -4%
COc1cc(NC(=O)C(=O)NCCN(C)C)c(OC)cc1Cl | -16% | 5% | 0%
O=C(COC(=O)c1ccccn1)c1ccc([N+](=O)[O-])cc1 | -8% | ? | -18%
Clc1ccc(-c2cc(-c3nnc4n3CCCCC4)c3ccccc3n2)cc1 | 0% | ? | -2%
O=C1NC(=S)S/C1=C\c1cc2ccccc2nc1N1CCCCC1 | -12% | 21µM* | -4%
CN1C(=O)[C@H]2[C@@H](/C=C/c3ccccc3)N3C(=O)CN(CC4CC4)C(=O)[C@@]3(C)[C@H]2C1=O | -6% | -2% | -7%
N#C/C(=C\c1c(N2CCC(C(N)=O)CC2)nc2ccccn2c1=O)C(=O)NC1CCCCC1 | 25% | -17% | 2%
CCn1nc(C)c2c(-c3ccccc3)cc(=O)n(C(C)C(=O)Nc3ccc(OC)c(OC)c3)c21 (stereo unspecified) | 11% | 10µM* | -2%
COc1ccc(NC(=O)c2ccc(-c3nc(CSc4ccc(C)cc4)c(C)o3)cc2)cc1Cl | -3% | ? | 2%
Cc1ccc(-c2nc(CCNC(=O)C(=O)Nc3ccc(C)cc3C)cs2)cc1 | -2% | -3% | 3%
CCOC(=O)C1CCC(CN(Cc2ccc(OC)cc2)S(=O)(=O)c2ccc(C)cc2)CC1 (stereo unspecified) | -15% | 21µM* | 2%
Nc1cc(Cl)ccc1Oc1ccc2ccccc2c1 | -17% | -28% | -4%
Oc1ccc(Br)cc1C=Nc1ccc2c3c(cccc13)CC2 | -14% | -3% | -10%

More compounds:
SMILES | FEN1 inh | DT40 TDP1 CPT | KAT2A inh
COC(=O)Nc1ccc(S(=O)(=O)N2CCC(C(=O)N3CCCCC3C)CC2)cc1 (stereo unspecified) | 5% | 1% | 1%
COc1ccc(CN2C(=O)c3ccc(C(=O)O)cc3C2=O)cc1 | 9% | -23% | 11%
CC(C)(C)c1ccc(C(=O)NC(Cc2c[nH]c3ccccc23)C(=O)OCC(=O)c2ccc(Cl)cc2)cc1 (stereo unspecified) | 6% | ? | 0%
COc1cc(/C=C/C(=O)O)cc(OC)c1OC | 9% | 8%&8% | -5%&-3%
C#Cc1ccc([C@H]2C=C(C(=O)NC3CC3)O[C@@H](OCC)[C@@H]2CCCO)cc1 | -9% | ? | 0%
Cc1c(C(=O)c2ccc(N(C)C)cc2)c2ccccn2c1CCC#N | -2% | -28% | -23%
COc1ccc(/C=C2\Sc3ccc(C(=O)N4CCOCC4)cc3N(C)C2=O)cc1 | -14% | ? | -6%
CSc1nnc(SCC(=O)NC(=O)c2ccccc2)s1 | 6% | 12% | 0%
CCOC(CCn1c(SCC(=O)NC2CCCC2)nc2ccccc2c1=O)OCC | -3% | ? | -1%
Cc1ccc(SCc2ccc(C(=O)Nc3cc([N+](=O)[O-])ccc3C)cc2)cc1 | 2% | -11% | -1%
O=C(CNC(=O)N1CC(=O)Nc2ccccc21)NCc1cccc(Cl)c1 | 0% | -2% | 4%
O=C(Nc1cccc(-c2ccc(N3CCOCC3)nn2)c1)c1ccc(Cl)cc1 | 0% | ? | -8%
O=C(CSc1nnc(CNC(=O)c2c(F)cccc2Cl)o1)Nc1ccc2c(c1)OCCO2 | -3% | -3% | -3%
CC(=O)c1ccc(N2CCN(C(=O)c3cc(S(=O)(=O)N4CCOCC4)ccc3C)CC2)cc1 | -5% | -21% | -3%
Cc1ccc(S(=O)(=O)C(CNC(=O)C(=O)NCCc2ccccc2)c2cccs2)cc1 (stereo unspecified) | 16% | 16µM* | -3%
CCOc1cccc2sc(NC(=O)c3ccc(Br)s3)nc12 | -3% | ? | -5%
CN(CC(=O)NCCC1=CCCCC1)S(=O)(=O)c1ccc2c(c1)CCC(=O)N2 | 20% | -1% | -2%

A portion of the library; rates above refer to the full screens.
